Screens from PubChem BioAssay.
MEKK3 PB1 HTS – raises or lowers MEK5 binding to the human MEKK3 PB1 domain; Q99759; bead-based flow cytometry, Alexa488-MEK5 binding to MEKK3; actives lie on both sides; 0 = blocked by unlabeled MEK5, 100 = vehicle; binding response (% of control), % at 10 µM; 1.4% of 290,000 active; AID 1529;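 active = binding response more than 3 SD above or below the average of its plate-row segment, actives on both sides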;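 also: Alexa488 bead fluorescence after subtracting the streptavidin-only scavenger bead signal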
Target sequence (Q99759 whole entry, looked up, the tested form may be a part): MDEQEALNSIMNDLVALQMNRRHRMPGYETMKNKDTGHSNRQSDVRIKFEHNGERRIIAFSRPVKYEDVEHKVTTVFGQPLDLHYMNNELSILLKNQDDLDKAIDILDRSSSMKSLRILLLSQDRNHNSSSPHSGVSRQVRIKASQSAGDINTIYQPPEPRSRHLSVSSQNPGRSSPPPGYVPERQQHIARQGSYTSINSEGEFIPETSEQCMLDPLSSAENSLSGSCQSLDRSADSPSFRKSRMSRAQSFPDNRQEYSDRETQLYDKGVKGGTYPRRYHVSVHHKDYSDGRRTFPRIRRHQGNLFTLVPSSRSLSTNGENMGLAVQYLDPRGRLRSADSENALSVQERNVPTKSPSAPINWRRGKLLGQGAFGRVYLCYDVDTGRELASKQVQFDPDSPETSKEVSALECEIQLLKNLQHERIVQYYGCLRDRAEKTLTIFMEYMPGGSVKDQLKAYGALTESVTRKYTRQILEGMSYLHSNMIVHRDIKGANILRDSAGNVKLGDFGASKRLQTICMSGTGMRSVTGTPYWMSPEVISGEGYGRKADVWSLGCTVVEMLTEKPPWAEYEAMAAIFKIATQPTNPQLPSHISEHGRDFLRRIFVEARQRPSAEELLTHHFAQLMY
NALP1 inh – blocks the NALP1 inflammasome reconstituted in yeast; S. cerevisiae NALP1/ASC/caspase-1 growth, X-gal OD620, 72 h; inhibition, % at 10 µM; 0.61% of 280,000 active; in the data active = inhibition mostly above about 24%, no sharp cut-off; inactive = mostly below about 32%; also: some compounds called inactive have numbers as strong as hits
PfM18AAP inh – PfM18AAP enzyme inhibition. recombinant PfM18AAP, H-Glu-NHMec fluorogenic cleavage. inhibition, % at 7.35 µM. 1.2% of 290,000 active. AID 1822;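 active = inhibition above the campaign mean inhibition over all tested compounds plus 3 SD, cut at about 28% in these data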;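 also: 0% = plate median of test compound wells and 100% = 2 mM ZnCl2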
UBC9 SUMO inh – inhibitors of human SUMOylation (UBC9); P63279; HTRF SUMOylation assay, SAE1/SAE2 + UBC9, in vitro; inhibition, % at 35 µM; 0.36% of 290,000 active; in the data active = inhibition above about 50%, passing the limit was not always enough; also: strong numbers were not always called active
Target sequence (P63279 whole entry, looked up): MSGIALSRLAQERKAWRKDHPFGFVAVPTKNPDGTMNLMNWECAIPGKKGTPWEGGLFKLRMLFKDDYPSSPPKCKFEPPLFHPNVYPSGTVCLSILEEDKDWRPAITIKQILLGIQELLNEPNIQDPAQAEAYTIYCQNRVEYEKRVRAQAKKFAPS
MEKK2wt PB1 HTS – raises or lowers MEK5 binding to wildtype human MEKK2 PB1 domain; Q9Y2U5; bead flow cytometry, Alexa488-MEK5 binding to MEKK2 WT; actives lie on both sides; binding response (% of control), % at 10 µM; 1.1% of 290,000 active; AID 1531; in the data active = binding response below about 67% or above about 130%
IDE act – boosts human insulin-degrading enzyme activity in HEK cells. P14735. 0.073% of 340,000 active. activation, % at 5.96 µM. AID 493087. FAbeta-B cleavage, fluorescence polarization; 0% vehicle, 100% cell-free pure enzyme wells;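 active = activation above the mean of all tested compounds plus 3 SD, set per screening campaign, cut at about 17% in these data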
pCIP destab – lowers stability of the mouse p/CIP coactivator protein. decrease of EGFP signal, % at 10 µM. F442A p/CIP-EGFP cells, EGFP fluorescence, 16 h. 0.01% of 290,000 active;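 active = EGFP signal decrease of at least 30% at 10 µM or well 3 SD below plate mean, unless failing retest; inactive = the rest, including hits failing retest or dose response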; also: some compounds called inactive have numbers as strong as hits; many of its hits are not listed in these tables
IDE cell inh – inhibitors of human insulin-degrading enzyme in cells | P14735 | HEK cells, FAbetaB cleavage, fluorescence polarization | inhibition, % at 5.59 µM | 0.41% of 320,000 active | AID 434962;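 active = percent inhibition above the average of all tested compounds plus 3 SD, set per screening campaign, cut at about 16% in these data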;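 also: IDE supplied by intact live HEK cells; FP after avidin binding of uncleaved biotin substrate so inhibition keeps polarization high; 0% = DMSO wells and 100% = 60 µM reference IDE inhibitor Ii1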
MEKK2 mut-MEK5 – signal of MEK5 binding to mutant human MEKK2 PB1 domain. percent response, % at 10 µM. bead flow cytometry, Alexa488-MEK5 binding to MEKK2 mutant. 0.35% of 290,000 active. AID 1530; in the data active = percent response above about 24%, passing the limit was not always enough; also: inactives centre near 1; some results filed as inactive read as strong as hits; reference of the scale not given here
The depositor's hits bear a star. Only part of the results is shown (hit frequency here may not be typical).

Results for CCOC(=O)CCc1c(C)c2ccc(OCc3nn[nH]n3)cc2oc1=O ?
MEKK3 PB1 HTS: 99.0; NALP1 inh: 13.4; PfM18AAP inh: 2.2; UBC9 SUMO inh: 8.4; MEKK2wt PB1 HTS: 102.0; IDE act: 2.7; pCIP destab: -10.5; IDE cell inh: 4.5; MEKK2 mut-MEK5: 2.0

How did COc1ccc(N(CC(=O)NCc2ccc(F)cc2)S(=O)(=O)c2c(C)noc2C)cc1 do in these assays?
MEKK3 PB1 HTS: 99.0; NALP1 inh: 0.3; PfM18AAP inh: 3.4; UBC9 SUMO inh: -8.8; MEKK2wt PB1 HTS: 96.0; IDE act: -3.4; pCIP destab: -3.0; IDE cell inh: -2.5; MEKK2 mut-MEK5: 0.0

How did Cc1ccc(C(=O)Oc2ccc3ccc(=O)oc3c2)cc1 do in these assays?
MEKK3 PB1 HTS: 100.0; NALP1 inh: 12.8; PfM18AAP inh: 2.4; UBC9 SUMO inh: -10.0; MEKK2wt PB1 HTS: 107.0; IDE act: -2.9; pCIP destab: -11.0; IDE cell inh: 2.9; MEKK2 mut-MEK5: 11.0

How did CCOC(=O)c1sc(Nc2ccc(F)cc2)nc1C do in these assays?
MEKK3 PB1 HTS: 103.0; NALP1 inh: 7.8; PfM18AAP inh: -9.2; UBC9 SUMO inh: 4.3; MEKK2wt PB1 HTS: 100.0; IDE act: -0.8; pCIP destab: -6.0; IDE cell inh: -2.0; MEKK2 mut-MEK5: 5.0

What do the screens show for `O=C(O)c1cccc(NC(=O)c2ccc(CN3C(=O)c4ccccc4C3=O)cc2)c1`?
MEKK3 PB1 HTS: 108.0; NALP1 inh: 18.0; PfM18AAP inh: -0.2; UBC9 SUMO inh: 13.8; MEKK2wt PB1 HTS: 107.0; IDE act: 5.2; pCIP destab: -10.7; IDE cell inh: -2.8; MEKK2 mut-MEK5: 2.0

How did O=C(Nc1ccc(F)cc1F)c1ccco1 do in these assays?
MEKK3 PB1 HTS: 101.0; NALP1 inh: 9.8; PfM18AAP inh: 4.2; UBC9 SUMO inh: 15.9; MEKK2wt PB1 HTS: 99.0; IDE act: 3.9; pCIP destab: -30.1; IDE cell inh: -4.2; MEKK2 mut-MEK5: 8.0

What do the screens show for `O=C(Cn1c(NCCO)nc2ccccc21)c1ccccc1`?
MEKK3 PB1 HTS: 101.0; NALP1 inh: 36.8; PfM18AAP inh: 0.5; UBC9 SUMO inh: -8.2; MEKK2wt PB1 HTS: 104.0; IDE act: -0.9; pCIP destab: -12.3; IDE cell inh: 6.6; MEKK2 mut-MEK5: 0.0

How did Cc1ccc(CN(C(=O)c2sc3ccccc3c2Cl)C2CCS(=O)(=O)C2)cc1 (stereo unspecified) do in these assays?
MEKK3 PB1 HTS: 106.0; NALP1 inh: 0.0; PfM18AAP inh: -7.3; UBC9 SUMO inh: -2.6; MEKK2wt PB1 HTS: 110.0; IDE act: 3.7; pCIP destab: -2.0; IDE cell inh: 9.6; MEKK2 mut-MEK5: 5.0

What do the screens show for `CCN(CC)c1ccc(NC(=O)c2cc(OC)cc(OC)c2)c(C)c1`?
NALP1 inh: 4.2; PfM18AAP inh: 17.6; UBC9 SUMO inh: -23.5; IDE act: 1.6; pCIP destab: -1.2; IDE cell inh: -5.0

Results for Cc1nn(-c2ccccc2)c2c1cc1c(=O)n(C)c(=O)nc-1n2-c1ccccc1F ?
MEKK3 PB1 HTS: 100.0; NALP1 inh: -0.5; PfM18AAP inh: 1.2; UBC9 SUMO inh: 13.7; MEKK2wt PB1 HTS: 102.0; pCIP destab: 13.3; IDE cell inh: 7.2; MEKK2 mut-MEK5: -3.0

What do the screens show for `O=C(N/N=C/c1ccccc1)c1n[nH]c2c1CCCC2`?
MEKK3 PB1 HTS: 103.0; NALP1 inh: 2.0; PfM18AAP inh: 2.2; UBC9 SUMO inh: 13.8; MEKK2wt PB1 HTS: 98.0; IDE act: 7.0; pCIP destab: -22.3; IDE cell inh: -2.2; MEKK2 mut-MEK5: -3.0

What do the screens show for `COc1ccccc1C(c1nnnn1CCc1ccccc1)N1CCN(c2ccccc2)CC1` (stereo unspecified)?
MEKK3 PB1 HTS: 104.0; NALP1 inh: -15.0; PfM18AAP inh: 3.5; UBC9 SUMO inh: -14.9; MEKK2wt PB1 HTS: 99.0; IDE act: 5.3; pCIP destab: -1.4; IDE cell inh: 10.5; MEKK2 mut-MEK5: 3.0

Results for CSc1nnc(C)c(=O)n1COC(=O)COc1ccccc1F ?
MEKK3 PB1 HTS: 102.0; NALP1 inh: 11.3; PfM18AAP inh: -3.8; UBC9 SUMO inh: 1.7; MEKK2wt PB1 HTS: 102.0; IDE act: 4.8; pCIP destab: -9.4; IDE cell inh: 6.3; MEKK2 mut-MEK5: -1.0

How did O=C(NNc1nc(-c2ccccc2)cs1)c1ccco1 do in these assays?
MEKK3 PB1 HTS: 99.0; NALP1 inh: 15.2; PfM18AAP inh: 25.2; UBC9 SUMO inh: 4.9; MEKK2wt PB1 HTS: 99.0; IDE act: -0.5; pCIP destab: -5.5; IDE cell inh: 4.0; MEKK2 mut-MEK5: -1.0

How did CC1(C)CC(=O)C=C(Nc2ccccn2)C1 do in these assays?
MEKK3 PB1 HTS: 98.0; NALP1 inh: 15.6; PfM18AAP inh: 1.4; UBC9 SUMO inh: 12.2; MEKK2wt PB1 HTS: 99.0; IDE act: 1.3; pCIP destab: 8.4; IDE cell inh: 0.3; MEKK2 mut-MEK5: -2.0

What do the screens show for `O=C(CN1CCN(C(=O)C2CCCO2)CC1)Nc1ccc(F)cc1` (stereo unspecified)?
MEKK3 PB1 HTS: 104.0; NALP1 inh: -2.8; PfM18AAP inh: 3.1; UBC9 SUMO inh: -7.0; MEKK2wt PB1 HTS: 106.0; IDE act: 3.5; pCIP destab: 11.6; IDE cell inh: -1.4; MEKK2 mut-MEK5: 5.0

Results for COc1ccc(NC(=S)N(CCc2nc3cc(C)c(C)cc3[nH]2)Cc2cccnc2)cc1 ?
MEKK3 PB1 HTS: 102.0; NALP1 inh: 13.0; PfM18AAP inh: 14.5; UBC9 SUMO inh: -15.1; MEKK2wt PB1 HTS: 100.0; IDE act: 1.2; pCIP destab: -4.1; IDE cell inh: 0.0; MEKK2 mut-MEK5: 0.0

Results for CN(C(=O)N1CCN(c2ccccn2)CC1)c1ccccc1 ?
MEKK3 PB1 HTS: 104.0; NALP1 inh: 16.3; PfM18AAP inh: -0.4; UBC9 SUMO inh: 22.4; MEKK2wt PB1 HTS: 102.0; IDE act: 5.6; pCIP destab: -1.7; IDE cell inh: -0.2; MEKK2 mut-MEK5: 2.0

Results for NS(=O)(=O)c1ccc(Nc2nc(-c3ccc4ccccc4c3)cs2)cc1 ?
MEKK3 PB1 HTS: 106.0; NALP1 inh: -12.2; PfM18AAP inh: 20.0; UBC9 SUMO inh: 16.0; MEKK2wt PB1 HTS: 136.0; IDE act: -15.2; pCIP destab: 4.8; IDE cell inh: 10.7; MEKK2 mut-MEK5: 8.0

What do the screens show for `CSc1ccccc1NC(=O)CCc1ccccc1`?
MEKK3 PB1 HTS: 101.0; NALP1 inh: 10.5; PfM18AAP inh: -4.6; UBC9 SUMO inh: 7.2; MEKK2wt PB1 HTS: 101.0; IDE act: 0.3; pCIP destab: -18.5; IDE cell inh: -0.3; MEKK2 mut-MEK5: 2.0

How did Nc1nc2ccc(Cc3ccncc3)cc2s1 do in these assays?
MEKK3 PB1 HTS: 102.0; NALP1 inh: 2.0; PfM18AAP inh: 12.2; UBC9 SUMO inh: 10.3; MEKK2wt PB1 HTS: 99.0; IDE act: -0.5; pCIP destab: -2.2; IDE cell inh: 6.5; MEKK2 mut-MEK5: 3.0

What do the screens show for `O=C(CC(c1ccco1)S(=O)(=O)c1ccccc1)c1ccccc1` (stereo unspecified)?
MEKK3 PB1 HTS: 136.0*; NALP1 inh: -3.2; PfM18AAP inh: 5.5; UBC9 SUMO inh: 11.9; MEKK2wt PB1 HTS: 118.0; IDE act: -5.3; pCIP destab: 6.0; IDE cell inh: 0.4; MEKK2 mut-MEK5: 1.0

What do the screens show for `COC(C[C@@H]1O[C@@H]1[C@H](O)COCc1ccccc1)OC`?
MEKK3 PB1 HTS: 108.0; UBC9 SUMO inh: 16.8; MEKK2wt PB1 HTS: 100.0; IDE act: 1.6; pCIP destab: -5.9; IDE cell inh: 3.3; MEKK2 mut-MEK5: 4.0

What do the screens show for `Cc1cc(C)cc(C(=O)NN2CCN(C)CC2)c1`?
MEKK3 PB1 HTS: 93.0; NALP1 inh: 5.0; PfM18AAP inh: -5.7; UBC9 SUMO inh: 0.5; MEKK2wt PB1 HTS: 99.0; IDE act: 4.0; pCIP destab: -7.9; IDE cell inh: 0.2; MEKK2 mut-MEK5: -4.0

Results for Cc1ccc(S(=O)(=O)N2CCN(C(=O)c3c(-c4ccccc4)noc3C)CC2)cc1 ?
MEKK3 PB1 HTS: 104.0; NALP1 inh: 1.5; PfM18AAP inh: -1.7; UBC9 SUMO inh: -5.9; MEKK2wt PB1 HTS: 107.0; IDE act: 2.0; pCIP destab: 7.6; IDE cell inh: 2.0; MEKK2 mut-MEK5: 2.0

What do the screens show for `CCOC(=O)Cc1csc(NC(=O)C(NC(=O)C2CCC(C)CC2)C(C)C)n1` (stereo unspecified)?
MEKK3 PB1 HTS: 101.0; NALP1 inh: 21.7; PfM18AAP inh: 1.3; UBC9 SUMO inh: 2.7; MEKK2wt PB1 HTS: 96.0; IDE act: 5.2; pCIP destab: 1.0; IDE cell inh: -0.1; MEKK2 mut-MEK5: -1.0

What do the screens show for `C=CCN(c1ccccc1)S(=O)(=O)c1cccc(C(=O)OCC(=O)NC2CC2)c1`?
MEKK3 PB1 HTS: 89.0; NALP1 inh: -2.8; PfM18AAP inh: -5.2; UBC9 SUMO inh: 14.2; MEKK2wt PB1 HTS: 83.0; IDE act: 7.6; pCIP destab: 5.0; IDE cell inh: 6.4; MEKK2 mut-MEK5: -10.0

What do the screens show for `O=C(Cn1cnc2ccccc21)N1CCc2ccccc21`?
MEKK3 PB1 HTS: 103.0; NALP1 inh: 3.1; PfM18AAP inh: -1.3; UBC9 SUMO inh: 9.5; MEKK2wt PB1 HTS: 102.0; IDE act: 2.2; pCIP destab: 2.9; IDE cell inh: 3.4; MEKK2 mut-MEK5: 6.0

Results for O=C(NCc1ccc(N2CCCC2=O)cc1)Nc1ccccc1 ?
MEKK3 PB1 HTS: 103.0; NALP1 inh: 16.1; PfM18AAP inh: -4.9; UBC9 SUMO inh: 4.4; MEKK2wt PB1 HTS: 103.0; IDE act: 1.4; pCIP destab: -0.2; IDE cell inh: -3.7; MEKK2 mut-MEK5: 3.0

Results for COc1ccc(-c2cc(C(=O)N3CCN(c4ccccc4)CC3)c3ccccc3n2)cc1 ?
MEKK3 PB1 HTS: 76.0; NALP1 inh: -3.6; PfM18AAP inh: -0.5; UBC9 SUMO inh: 1.0; MEKK2wt PB1 HTS: 77.0; IDE act: -0.4; pCIP destab: -0.5; IDE cell inh: 4.8; MEKK2 mut-MEK5: -9.0

How did CCCn1c(N2CCN(C)CC2)nc2c1c(=O)[nH]c(=O)n2C do in these assays?
MEKK3 PB1 HTS: 78.0; NALP1 inh: 35.6; PfM18AAP inh: -1.0; UBC9 SUMO inh: 25.7; MEKK2wt PB1 HTS: 89.0; IDE act: 4.4; pCIP destab: -10.6; IDE cell inh: 3.6; MEKK2 mut-MEK5: 2.0
